From PubChem
CHRM5 agonist = CHRM5 agonism in calcium assay; activation, % at 3 µM; CHO-K1 hM5 cells, Fluo-8 calcium fluorescence; 0% DMSO wells, 100% maximal acetylcholine response; P08912; 0.19% of 360,000 active;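 active = activation above the run's mean over test compounds plus 3 SD, cut at about 23% in these data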;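 also: signal is peak over basal fluorescence ratio across the kinetic read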
M4 PAM = positive allosteric modulators of human muscarinic M4 receptor. P08173. CHO-K1 hM4/Gqi5, Fluo-8 calcium fluorescence, ACh EC20; 0% = ACh EC20, 100% = maximal ACh. activation, % at 3 µM. 0.4% of 360,000 active. AID 624126;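 active = activation above its plate's cutoff, the mean activation of sample wells plus 3 SD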; also: some results filed as inactive read as strong as hits
Target sequence (P08173 whole entry, looked up): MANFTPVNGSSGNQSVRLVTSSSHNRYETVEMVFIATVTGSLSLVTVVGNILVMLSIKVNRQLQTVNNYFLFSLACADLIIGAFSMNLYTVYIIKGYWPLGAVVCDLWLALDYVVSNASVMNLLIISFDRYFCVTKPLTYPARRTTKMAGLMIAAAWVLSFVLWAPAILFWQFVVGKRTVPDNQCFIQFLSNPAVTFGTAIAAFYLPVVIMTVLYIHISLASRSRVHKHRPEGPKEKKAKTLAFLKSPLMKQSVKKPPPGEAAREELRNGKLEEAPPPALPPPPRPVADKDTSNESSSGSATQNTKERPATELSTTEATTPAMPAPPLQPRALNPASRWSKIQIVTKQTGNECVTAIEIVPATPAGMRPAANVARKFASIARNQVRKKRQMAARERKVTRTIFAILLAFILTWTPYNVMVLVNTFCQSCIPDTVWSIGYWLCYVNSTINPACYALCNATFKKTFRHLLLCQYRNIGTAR
CHRM4 agonist = agonists of human muscarinic M4 receptor (CHRM4). P08173. CHO-K1 hM4/Gqi5, Fluo-8 calcium fluorescence; vehicle 0%, full acetylcholine response 100%. activation, % at 3 µM. 0.14% of 360,000 active. AID 624127;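 active = activation above the run mean over all test wells plus 3 SD, cut at about 32% in these data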;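 also: peak over basal fluorescence ratio per well then scaled between controls; 0% = DMSO wells and 100% = acetylcholine at EC100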
M4 antag = antagonists of human muscarinic M4 receptor (CHRM4) | P08173 | CHO-hM4 cells, ACh EC80, Fluo-8 calcium fluorescence | inhibition, % at 3 µM | 0.73% of 360,000 active | AID 624125;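 active = inhibition above its plate's cutoff, the mean inhibition of sample wells plus 3 SD, cut at about 27% in these data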;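 also: 0% = acetylcholine EC80 with DMSO and 100% = DMSO without agonist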
CRFR2-BP antag = antagonists of CRF-binding protein/CRF-R2 receptor complex; HEK293 CRF-R2/CRF-BP, CRF-induced calcium fluorescence; inhibition, % at 11.8 µM; 0.59% of 350,000 active; AID 588475;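 active = inhibition of the ligand-induced calcium signal above about 50% at the single tested concentration, limit read from the data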
CRFBP-R2 agonist = CRF-BP/CRF-R2 complex agonism; AID 588473; 0.46% of 350,000 active; HEK293 CRF-R2/CRF-BP, calcium dye fluorescence (FLIPR); percent of saturating CRF peptide response; activation, % at 13.2 µM;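 active = activation of at least 50%, plus an integration ratio under a set limit after plate pattern correction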;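 also: plate controls were neutral control wells without compound for no effect and CRF at EC100 for full effect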
CHRM5 antagonist = blocks acetylcholine activation of human M5 receptor. P08912. CHO-hM5 cells, Fluo-8 calcium fluorescence, ACh EC80. inhibition, % at 3 µM. 0.59% of 360,000 active. AID 624040;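 active = inhibition above a per-plate cutoff, the mean of that plate's test compounds plus 3 SD, cut at about 27% in these data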;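 also: 0% = acetylcholine EC80 with DMSO and 100% = DMSO without agonist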
CHRM5 PAM = CHRM5 positive allosteric modulation; 0.3% of 360,000 active; AID 624038; activation, % at 3 µM; CHO-K1 hM5, Fluo-8 calcium, ACh EC20 PAM; 0% = ACh EC20, 100% = ACh EC100; P08912;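 active = activation above the run cutoff, the mean activation of all test compounds plus 3 SD, cut at about 18% in these data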
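System: CHO-K1 cell line with stable human muscarinic M5 receptor expression | Also added: EC20 acetylcholine as agonist stimulus | Compound: One concentration, 3 µM final (nominal) | Timing: Fluo-8 loading 80 min at 37 °C plus 30 min room temperature | Measured by: Fluo-8 calcium dye fluorescence, kinetic read | Read-out basis: % activation, ACh-normalized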
CHRM1 PAM = human CHRM1 positive allosteric modulation. AID 588819. CHO-K1 hM1, Fluo-8 calcium fluorescence, ACh EC20; 0% = ACh EC20, 100% = maximal ACh. activation, % at 3 µM. 0.088% of 360,000 active; in the data active = activation above about 19%, passing the limit was not always enough
Target sequence (P11229 whole entry, looked up): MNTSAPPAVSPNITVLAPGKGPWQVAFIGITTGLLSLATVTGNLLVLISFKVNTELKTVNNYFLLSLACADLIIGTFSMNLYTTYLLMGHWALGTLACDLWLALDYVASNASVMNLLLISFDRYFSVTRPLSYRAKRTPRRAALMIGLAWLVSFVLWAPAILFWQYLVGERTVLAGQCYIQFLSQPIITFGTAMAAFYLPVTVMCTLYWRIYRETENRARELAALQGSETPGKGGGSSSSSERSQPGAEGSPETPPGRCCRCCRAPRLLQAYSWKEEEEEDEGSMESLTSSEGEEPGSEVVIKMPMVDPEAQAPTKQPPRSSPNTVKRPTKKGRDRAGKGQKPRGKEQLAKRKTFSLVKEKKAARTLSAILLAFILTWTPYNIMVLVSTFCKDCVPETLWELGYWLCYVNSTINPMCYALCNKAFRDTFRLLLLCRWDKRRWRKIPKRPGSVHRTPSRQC
Numbers without * were called inactive; . = not tested or not shown. Outcome played no part in choosing rows, and some 2.6% of all compounds hit somewhere here.

SMILES | CHRM5 agonist | M4 PAM | CHRM4 agonist | M4 antag | CRFR2-BP antag | CRFBP-R2 agonist | CHRM5 antagonist | CHRM5 PAM | CHRM1 PAM
Cc1ccc(-n2ncc3c(NNC(=O)c4ccco4)ncnc32)cc1Cl | -2 | 6 | 3 | -7 | -2 | -0.2 | 3 | 4 | 4
CCc1c(C)nc2c(Br)cccc2c1SCCC#N | -9 | 0 | 0 | 4 | -3 | 0.4 | -5 | 0 | -10
COc1cccc(-c2cnc(C(O)c3ccc(C)c(F)c3)[nH]2)c1 (configuration not stated) | 2 | -1 | 6 | -16 | . | . | 4 | -4 | 4
CCOc1ccc(Cl)cc1-c1cc(C(=O)Nc2ccc(F)cc2)[nH]n1 | -2 | -8 | 9 | -22 | . | . | 9 | -13 | 1
Cn1c(SCc2nn[nH]n2)nc2c1c(=O)n(Cc1ccccc1Cl)c(=O)n2C | -4 | -7 | 1 | 11 | 6 | -0.8 | 5 | -1 | -4
CC[C@]1(C(=O)OC)[C@H]2C(=O)N(C)C(=O)[C@H]2[C@H]2CN=C(SCc3ccc(C(=O)OC)cc3)N21 | 0 | 6 | 2 | -8 | -5 | 8.8 | 14 | -6 | 5
CC1C(=O)N2CCCc3cc(NC(=O)C4CC4)cc1c32 (configuration not stated) | 2 | 6 | 0 | -13 | 9 | 7.0 | 1 | 3 | 11
CCN(CC)C(=O)c1cccc(-c2csc(C(O)c3ccc(F)c(F)c3)n2)c1 (configuration not stated) | 5 | -9 | 11 | 6 | . | . | 4 | -8 | -8
Cc1ccc(Cl)cc1N1CCN(C(=O)C2(S(=O)(=O)c3ccc(Cl)cc3)CC2)CC1 | -3 | 2 | -1 | 8 | 6 | 1.2 | -9 | -6 | 1
C/C(=N\NC(=O)c1c(Cl)c(C)nn1C)c1cccc(NC(=O)COc2ccc(Cl)cc2)c1 | -4 | -6 | 7 | 1 | -3 | 1.4 | 0 | -22 | -4
O=C(NC1CCc2ccccc21)C12CN(Cc3ccccc3)CC1C(c1cccc([N+](=O)[O-])c1)=NO2 (configuration not stated) | -2 | 13 | 2 | -8 | -5 | -1.2 | 16 | 0 | 5
CC1CC(C)CN(C(=O)CCCn2c(=O)c3cccn3c3cccnc32)C1 (configuration not stated) | -3 | 8 | 2 | -8 | 15 | -2.7 | 3 | -4 | 2
Cc1cc(NC(=O)CSc2nnc(COc3cccc(C)c3C)n2C)no1 | 5 | 2 | 1 | 1 | 2 | 1.1 | -14 | 4 | 4
O=C(CSc1ccccn1)C12CC3CC(CC(C3)C1)C2 | 7 | -1 | 10 | -3 | -30 | 0.0 | 16 | -18 | -9
O=C(COc1ccc2c(c1)oc(=O)c1ccccc12)NCCCN1CCOCC1 | -3 | -10 | 2 | -15 | -4 | 2.7 | -5 | -4 | -1
CC1(C)Cc2c(sc3nc(-c4ccccc4)n(N)c(=O)c23)CO1 | 1 | -3 | 1 | 0 | -6 | 3.3 | 1 | 0 | -5
Cc1ccc(-c2nnc(COC(=O)c3ccco3)o2)cc1 | -4 | -1 | 1 | 1 | -1 | -1.5 | -17 | 3 | 8
Cc1cc(C(F)F)nn1CC(=O)Nc1cc([N+](=O)[O-])ccc1F | 1 | 4 | 1 | 4 | 5 | -2.0 | 6 | -4 | 4
CC1(C)CC(=O)C2=C(C1)N(c1ccc(F)cc1)C(=O)C2(O)C(F)(F)F (configuration not stated) | -3 | -5 | 1 | 13 | -23 | -0.8 | 2 | -4 | -3
Cc1cccc(NC(=O)Cn2cc([N+](=O)[O-])cn2)n1 | 1 | -7 | 0 | -10 | 14 | -1.1 | 6 | 1 | 7

Twelve of these compounds, reformatted:
| SMILES | CHRM5 agonist | M4 PAM | CHRM4 agonist | M4 antag | CRFR2-BP antag | CRFBP-R2 agonist | CHRM5 antagonist | CHRM5 PAM | CHRM1 PAM |
| --- | --- | --- | --- | --- | --- | --- | --- | --- | --- |
| CC[C@]1(C(=O)OC)[C@H]2C(=O)N(C)C(=O)[C@H]2[C@H]2CN=C(SCc3ccc(C(=O)OC)cc3)N21 | 0 | 6 | 2 | -8 | -5 | 8.8 | 14 | -6 | 5 |
| CC1C(=O)N2CCCc3cc(NC(=O)C4CC4)cc1c32 (configuration not stated) | 2 | 6 | 0 | -13 | 9 | 7.0 | 1 | 3 | 11 |
| CCN(CC)C(=O)c1cccc(-c2csc(C(O)c3ccc(F)c(F)c3)n2)c1 (configuration not stated) | 5 | -9 | 11 | 6 | . | . | 4 | -8 | -8 |
| Cc1ccc(Cl)cc1N1CCN(C(=O)C2(S(=O)(=O)c3ccc(Cl)cc3)CC2)CC1 | -3 | 2 | -1 | 8 | 6 | 1.2 | -9 | -6 | 1 |
| C/C(=N\NC(=O)c1c(Cl)c(C)nn1C)c1cccc(NC(=O)COc2ccc(Cl)cc2)c1 | -4 | -6 | 7 | 1 | -3 | 1.4 | 0 | -22 | -4 |
| O=C(NC1CCc2ccccc21)C12CN(Cc3ccccc3)CC1C(c1cccc([N+](=O)[O-])c1)=NO2 (configuration not stated) | -2 | 13 | 2 | -8 | -5 | -1.2 | 16 | 0 | 5 |
| CC1CC(C)CN(C(=O)CCCn2c(=O)c3cccn3c3cccnc32)C1 (configuration not stated) | -3 | 8 | 2 | -8 | 15 | -2.7 | 3 | -4 | 2 |
| Cc1cc(NC(=O)CSc2nnc(COc3cccc(C)c3C)n2C)no1 | 5 | 2 | 1 | 1 | 2 | 1.1 | -14 | 4 | 4 |
| O=C(CSc1ccccn1)C12CC3CC(CC(C3)C1)C2 | 7 | -1 | 10 | -3 | -30 | 0.0 | 16 | -18 | -9 |
| O=C(COc1ccc2c(c1)oc(=O)c1ccccc12)NCCCN1CCOCC1 | -3 | -10 | 2 | -15 | -4 | 2.7 | -5 | -4 | -1 |
| CC1(C)Cc2c(sc3nc(-c4ccccc4)n(N)c(=O)c23)CO1 | 1 | -3 | 1 | 0 | -6 | 3.3 | 1 | 0 | -5 |
| Cc1ccc(-c2nnc(COC(=O)c3ccco3)o2)cc1 | -4 | -1 | 1 | 1 | -1 | -1.5 | -17 | 3 | 8 |

(list continues)
SMILES | CHRM5 agonist | M4 PAM | CHRM4 agonist | M4 antag | CRFR2-BP antag | CRFBP-R2 agonist | CHRM5 antagonist | CHRM5 PAM | CHRM1 PAM
Fc1ccc(OCCn2cnc(Cl)c2Cl)cc1 | -5 | -11 | 0 | -2 | 27 | -2.9 | 0 | 1 | 1
Cc1cccc(NC(=O)c2ccccc2OCC(=O)c2ccccc2)c1 | 1 | 11 | 0 | -10 | -18 | 4.5 | 0 | 2 | 9
COc1ccc(NC(=O)CSc2nnc(Cc3ccc(C)cc3)c(=O)n2N)cc1OC | 5 | 1 | 5 | -2 | 0 | 0.2 | 0 | 0 | 7
O=c1cc(CO)occ1OCc1ccccc1 | -1 | 2 | 0 | 0 | 13 | -0.9 | 6 | -3 | 3
COc1ccccc1N(Cc1ccccc1)S(=O)(=O)c1cccc(C(=O)NCC2CCCO2)c1 (configuration not stated) | -3 | -4 | 4 | -4 | -10 | -0.8 | 10 | 1 | 1
COc1cccc(CN2C(=O)C(C)Oc3ccccc32)c1 (configuration not stated) | -9 | 2 | -2 | -12 | 6 | -0.4 | 0 | 4 | 11
CC(C)(C)c1ccc(CC(=O)N2CCC2(C)C(=O)NCc2ccc3c(c2)OCO3)cc1 (configuration not stated) | 1 | -4 | 8 | -11 | . | . | 2 | -2 | -11
CC(C)c1ccc(NC(=O)CSc2n[nH]c(=O)n2C2CC2)cc1 | -1 | -3 | 2 | 4 | 2 | -0.8 | 0 | 1 | 10
Cc1cc(C)c2c(c1)C(=O)/C(=C/c1ccc(C(=O)O)cc1)CC2 | 0 | 6 | 2 | -3 | 11 | -1.5 | 5 | 3 | 19
CCOC(=O)C1CCN(S(=O)(=O)Cc2ccccc2)CC1 | 2 | 1 | 1 | 8 | -9 | 0.3 | -5 | -6 | 4
CC1CC(C)CN(c2nc3c(c(=O)n(C)c(=O)n3C)n2CCSc2nc3ccccc3o2)C1 (configuration not stated) | 5 | -6 | 1 | -8 | 25 | -3.5 | 3 | -10 | 3
Clc1ccccc1NN(Cc1ccccn1)c1ccccc1Cl | -2 | -7 | -2 | 5 | 34 | 0.6 | 5 | -5 | -1
O=C(N1CCCCC1)N1CCC(c2nc3ccccc3[nH]2)CC1 | -4 | -3 | 1 | -9 | -3 | -1.3 | 8 | -2 | 1
O=C(NN=Cc1ccc(O)cc1O)c1ccccc1NS(=O)(=O)c1cccs1 | 3 | -3 | 0 | 3 | -10 | -4.5 | -2 | -8 | 4
CC(C)(C)c1ccc(-c2noc(CCC(N)=O)n2)cc1 | 2 | -5 | 3 | 5 | 2 | -0.6 | -3 | 2 | -1
Cc1ccccc1NC(=O)c1ccc(C)c(S(=O)(=O)Nc2ccccn2)c1 | -3 | 10 | 0 | 4 | -2 | -1.8 | -2 | -1 | 0
CCc1ccc(NC(=O)C2CCN(S(=O)(=O)c3ccc4c(c3)NC(=O)CO4)CC2)cc1 | -7 | -5 | 2 | 5 | 41 | -4.0 | 17 | -5 | 12
Cc1cc(C)nc(SCC(=O)NC2CCCCC2C)n1 (configuration not stated) | 3 | 8 | 0 | -2 | -1 | -0.3 | 4 | -1 | 8
CCCc1nn2c(=O)cc(CSCC(=O)Nc3cccc(C)c3)nc2s1 | -5 | -1 | 0 | 5 | -2 | 0.0 | 8 | -5 | -6
Cc1ccc(S(=O)(=O)CCC(=O)Nc2ccccc2Br)cc1 | 2 | -14 | 22 | 20 | 1 | -1.1 | 14 | -12 | -2
CNCc1ccccc1Sc1ccc(OC)c(OC)c1 | -3 | -4 | 0 | -3 | 17 | 0.9 | -7 | 5 | 2
Cc1ccc(OCC(=O)N2CCc3ccccc3C2)cc1 | -9 | 2 | 0 | 2 | 2 | -1.1 | 7 | -1 | 6
C=CCC[C@@H](Cc1ccc(F)cc1)C(=O)OC[C@@H](NC(=O)[C@H](CC=C)CC(=O)NCCO)C(C)(C)C | 4 | -2 | 6 | -9 | 2 | -1.8 | 0 | 2 | 5
CCOC(=O)c1c(C)[nH]c(C(C)=NNC(=O)Cn2nc(C)cc2C)c1C | 4 | 13 | 1 | -7 | 12 | -0.8 | -4 | 11 | -4
COc1ccc(N2CCN(C(=O)c3ccc(C)c(NC(=O)c4ccco4)c3)CC2)cc1 | -1 | -1 | 7 | 6 | 1 | -0.6 | 7 | -12 | 1
COc1ccc(NC(=S)N2CCCC(c3nc4ccc(C)cc4[nH]3)C2)c(OC)c1 (configuration not stated) | -6 | 1 | 0 | -3 | -1 | -0.7 | 8 | 0 | 2
O=C1CCCN1CCCNc1nc2c(S(=O)(=O)c3ccccc3)nnn2c2ccc(Cl)cc12 | -3 | 6 | -2 | -5 | -2 | -3.6 | 4 | 2 | 3
CC(OC(=O)CCCN1C(=O)c2ccccc2C1=O)C(=O)Nc1ncc(Cl)cc1Cl (configuration not stated) | -8 | 0 | 0 | -7 | 11 | -0.6 | 2 | 12 | 11
COc1cc(O)c(C(C)=O)cc1OC | 2 | 8 | 1 | -4 | 8 | -1.5 | 0 | 5 | 3
CCCN1C(=O)S/C(=C\c2ccc(N3CCOCC3)o2)C1=O | -1 | 2 | 2 | 21 | 17 | 29 | 8 | 0 | -1
N#Cc1ccc(OCc2ccc(C(=O)O)o2)cc1 | -2 | 2 | 1 | 7 | 0 | 1.6 | 15 | -5 | 8
O=C(Nc1ccc(NS(=O)(=O)c2ccccc2)cc1)c1ccccc1Cl | -1 | -2 | 5 | -1 | 1 | -3.0 | -7 | 4 | -2
